MITF act: activators of MITF-driven TRPM1 promoter activity in SK-MEL-5 cells; SK-MEL-5 TRPM1-promoter luciferase, 24 h; % of positive control, neutral wells = 0; actives 0.75% (n = 300,000); AID 588334; activation, % at 12.5 µM;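 active = mean activation of at least 80% with every replicate also reaching 80%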;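 note: 0% = neutral control wells and 100% = parthenolide positive control wells; values of inactives mirror those of a sister screen read the other way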
PvdQ inh: P. aeruginosa PvdQ acylase inhibition. actives 0.063% (n = 340,000). purified PvdQ acylase, fluorescence plate reader. inhibition, % at 10 µM; in the data active = inhibition above about 30%, passing the limit was not always enough;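 note: 0% = vehicle neutral wells and 100% = reference inhibitor wells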
Wnt act: activators of Wnt/beta-catenin signaling | Wnt/beta-catenin reporter cell assay, activator, plate reader | activation, % at 9.35 µM | actives 1.2% (n = 300,000); in the data active = activation above about 30%, passing the limit was not always enough;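 note: 0% = neutral control wells and 100% = positive control wells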
SR-BI HDL uptake: blocks mouse SR-BI lipid uptake from DiI-HDL | ldlA[mSR-BI] CHO cells, DiI-HDL uptake fluorescence, 3 h | inhibition, % at 12.5 µM | AID 488896 | Q61009 | actives 0.96% (n = 320,000);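 active = mean replicate inhibition of at least 70% and a set share of replicates each scoring 70 or more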;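 note: 0% = median of neutral control wells and 100% = median of positive control wells; values of inactives mirror those of a sister screen read the other way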
SR-BI DiI-HDL act: activators of SR-BI mediated HDL lipid uptake; CHO ldlA[mSR-BI] cells, DiI-HDL uptake fluorescence, 3 h; 100 = double the neutral-control signal; activation, % at 12.5 µM; actives 0.096% (n = 320,000); AID 504775;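 active = mean replicate activation of at least 60% and every replicate at or above 60%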;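 note: 0% = median plate neutral-control signal and 100% = twice that signal; values of inactives mirror those of a sister screen read the other way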
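Material: SR-BI-overexpressing, LDLR-lacking CHO cells; schedule: compound exposure 3 h, 37 °C; reagent: DiI-labelled HDL at 10 µg/mL final; technique: bottom-read fluorescence, 550/595 nm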
HTR5A ag ctr: HTR5A agonism, opioid heterodimer counter-screen. P47898. HTR5A agonist assay, luminescence, cell-based. activation, % at 9.3 µM. actives 0.61% (n = 340,000). AID 504692; in the data active = activation mostly above about 9.5%, no sharp cut-off; inactive = mostly below about 7.6%;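 note: 0% = cells with vehicle only and 100% = reference agonist; strong numbers were not always called active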
cardiac RTF act: cardiac RTF calcium sensitization; P19429+P45379; IANBD-labeled TnC RTF fluorescence at EC20 calcium; 0% EC20 calcium, 100% full calcium; activation, % at 7.2 µM; actives 0.24% (n = 340,000); AID 493008;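 active = activation above the mean over all tested compounds plus 3 SD, cut at about 30% in these data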;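 note: rise in fluorescence read as greater calcium sensitivity of cardiac thin filaments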
Rtt109 Vps75: C. albicans Rtt109 histone acetyltransferase inhibition; purified Rtt109/Vps75, ThioGlo CoA-SH fluorescence, 4 h; inhibition, % at 34.9 µM; actives 0.16% (n = 330,000);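 active = inhibition of at least 50% in every replicate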
Target sequence (Q5AAJ8 whole entry, looked up): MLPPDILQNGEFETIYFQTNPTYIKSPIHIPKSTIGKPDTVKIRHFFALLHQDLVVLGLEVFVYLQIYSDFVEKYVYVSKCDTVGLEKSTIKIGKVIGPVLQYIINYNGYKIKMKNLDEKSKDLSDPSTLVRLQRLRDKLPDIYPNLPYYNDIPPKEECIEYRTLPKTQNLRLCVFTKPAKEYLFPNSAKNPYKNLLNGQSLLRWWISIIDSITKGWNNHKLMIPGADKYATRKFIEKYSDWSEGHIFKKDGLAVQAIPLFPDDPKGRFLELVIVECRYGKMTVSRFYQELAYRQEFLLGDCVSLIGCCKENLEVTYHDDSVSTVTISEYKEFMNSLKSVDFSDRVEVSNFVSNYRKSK
dFosB activator: enhances mouse delta FosB homodimer DNA binding; activation, % at 25 µM; purified delta FosB, TAMRA-CDK5 oligo fluorescence polarization; percent of positive-control signal above neutral wells; AID 493131; P13346; actives 0.99% (n = 340,000);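 active = mean activation above about 17%, with every replicate also reaching it, limit read from the data, passing the limit was not always enough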;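 note: fluorescence polarization rise as delta FosB binds a TAMRA Cdk5 AP-1 oligo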
Target sequence (P13346 whole entry, looked up): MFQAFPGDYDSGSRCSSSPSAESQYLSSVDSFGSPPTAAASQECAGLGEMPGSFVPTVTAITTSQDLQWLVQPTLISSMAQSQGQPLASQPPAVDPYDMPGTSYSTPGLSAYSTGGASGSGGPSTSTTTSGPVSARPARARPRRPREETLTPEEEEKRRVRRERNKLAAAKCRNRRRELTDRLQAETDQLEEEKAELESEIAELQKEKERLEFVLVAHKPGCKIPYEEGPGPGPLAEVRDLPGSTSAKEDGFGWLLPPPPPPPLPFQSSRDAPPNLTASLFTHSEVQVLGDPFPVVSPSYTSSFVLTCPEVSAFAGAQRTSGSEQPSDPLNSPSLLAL
CDK5 inh: inhibitors of human CDK5/p35 kinase | Q00535+Q15078 | Recombinant CDK5/p35, ADP-Glo luminescence, 60 min | inhibition, % at 10 µM | actives 0.01% (n = 330,000) | AID 488839;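 active = highest replicate inhibition of at least 50% and at least 75% of replicates reaching 50%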;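 note: plate controls were DMSO neutral control for no effect and GW8510 at 10 µM for full effect; many of its hits are not listed in these tables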
An asterisk follows results filed as active; . = no result given.

canonical_smiles	MITF act	PvdQ inh	Wnt act	SR-BI HDL uptake	SR-BI DiI-HDL act	HTR5A ag ctr	cardiac RTF act	Rtt109 Vps75	dFosB activator	CDK5 inh
COc1ccccc1CN(C)C(=O)CN1CCN(CC(=O)Nc2ccccc2Cl)CC1	-6	-17	1	54	-54	-4	3	13	-10	1.3
CS/C(=C\[N+](=O)[O-])Nc1ccc(C)cc1	-8	13	3	-25	25	-3	5	-1	6	-1.7
O=C(C[C@@H]1C/C=C\CCC(=O)OC[C@@H]2CCCN2C1=O)N[C@H](CO)Cc1ccccc1	3	-7	2	-23	23	4	5	1	2	-1.8
O=C(Nc1nnc(SCC(=O)N2CCCCC2)s1)C1CCCCC1	5	10	-7	-6	6	3	10	14	-12	0.2
Cc1ccc2c(Cl)c(C(=O)NCc3cccnc3)sc2c1	17	-16	0	-12	12	-2	-1	5	-19	-2.0
Cc1cc(C(=O)CNCc2ccco2)c(C)n1-c1ccc(F)cc1	33	5	0	18	-18	-3	8	17	-10	2.1
COc1ccccc1NC(=O)N1CCC(C(=O)c2ccc(Cl)cc2)CC1	-1	-10	1	10	-10	-4	-3	-9	6	-0.2
COCCNC(=O)c1ccccc1-c1ccccc1C(=O)O	-7	2	.	-1	1	0	-7	-9	-1	-1.3
O=C(N/N=C/c1c(F)c(F)c(F)c(F)c1F)c1ccc(Cn2cc(Br)cn2)o1	0	-10	-3	28	-28	-1	-5	5	5	-3.4
COc1ccc(C)cc1NC(=O)CN1c2cccc3cccc(c23)S1(=O)=O	-10	6	-4	9	-9	0	-2	19	-5	0.0
CC[C@@]12C(=O)N(c3cccc(Br)c3)C(=O)N1[C@H](c1cccc(C)c1)[C@@H]1C(=O)N(Cc3ccccc3)C(=O)[C@@H]12	-1	-2	-7	-34	34	6	-1	15	-2	-0.9
CC1CCN(C(=O)CSc2nc3c(cnn3-c3ccc(Cl)cc3)c(=O)[nH]2)CC1	6	-17	2	-3	3	0	1	-4	-3	2.1
Cc1cccc(C(=O)NC(=S)Nc2cccc3nc(C)ccc23)c1	-20	-13	2	16	-16	-2	-2	2	12	2.2
Cc1ccc(S(=O)(=O)NCCC(=O)NC(C)c2ccccc2)cc1 (stereo unspecified)	-2	-8	-2	-38	38	1	0	-1	-7	0.4
O=S(=O)(CC(O)COc1ccccc1Cl)c1ccccc1 (stereo unspecified)	.	-19	-1	5	-5	-3	3	-4	-2	-0.3
COC(=O)c1c(C(=O)OC)c(-c2ccc(OC)cc2)n2c1CS(=O)C2 (stereo unspecified)	1	5	1	.	.	1	-3	-11	0	1.7
CCC(C)NC(=O)CSc1nc2ccccc2c(=O)n1CCCN1CCCCC1 (stereo unspecified)	6	-4	0	-15	15	8	2	-2	-2	0.1
COc1cccc(CN2CC(C(=O)N(C)Cc3ccc(C)cc3)CCC2=O)c1 (stereo unspecified)	9	-5	-18	-3	3	-2	-1	3	-3	1.8
COc1cccc(N=C(N)N)c1	18	0	-8	26	-26	0	-2	-11	4	1.5
CCCNC(=O)c1ccc(SC)cc1OC	8	7	-3	0	0	6	-4	7	0	-0.8
S=c1[nH]nc(C2CC2)n1Cc1ccccc1	9	1	0	9	-9	2	3	.	6	-2.2
COc1cc(OC)c(NC(=O)c2sc3ncn(CC(=O)N4CCOCC4)c(=O)c3c2C)cc1Cl	9	-5	-1	57	-57	-1	-2	-2	2	-1.0
CCN(CC)CCn1c(-c2ccccc2)nc(=S)c2c1CC(C)(C)OC2	.	1	9	-20	20	1	-2	0	-3	1.2
C=CCNC(=S)NNC(=O)c1cc(O)ccc1O	1	6	1	-6	6	.	.	15	-2	0.0
O=C(c1ccc(Cl)cc1)N1CCN=C1c1ccccc1	6	-7	-1	-15	15	1	-1	0	7	-1.3
CC(C)=CC(O)C/C(C)=C/COc1ccc2ccc(=O)oc2c1 (stereo unspecified)	-55	-13	0	18	-18	1	1	-19	-8	-0.7
CCOC(=O)c1ccc(NC(=S)N2CCC(O)CC2)cc1	44	-5	8	18	-18	2	-7	.	-4	0.4
O=C(NC1=NCCS1)c1cccc2ccccc12	10	4	-2	2	-2	-3	-1	16	-4	1.0
COc1ccc([N+](=O)[O-])c(OC)c1C(=O)NC(=O)Nc1nc(C)cc(C)n1	0	-19	5	-5	5	0	4	-1	-3	-0.2
Cc1ccc([N+](=O)[O-])c2c1C(N1CC(C)OC(C)C1)C(C)(C)O2 (stereo unspecified)	-8	-8	-4	-14	14	3	1	-13	-7	1.4

Ordered by SMILES length (low to high): 3 of the compounds above.
canonical_smiles	MITF act	PvdQ inh	Wnt act	SR-BI HDL uptake	SR-BI DiI-HDL act	HTR5A ag ctr	cardiac RTF act	Rtt109 Vps75	dFosB activator	CDK5 inh
COc1cccc(N=C(N)N)c1	18	0	-8	26	-26	0	-2	-11	4	1.5
CCCNC(=O)c1ccc(SC)cc1OC	8	7	-3	0	0	6	-4	7	0	-0.8
CC[C@@]12C(=O)N(c3cccc(Br)c3)C(=O)N1[C@H](c1cccc(C)c1)[C@@H]1C(=O)N(Cc3ccccc3)C(=O)[C@@H]12	-1	-2	-7	-34	34	6	-1	15	-2	-0.9

The list goes on.
canonical_smiles	MITF act	PvdQ inh	Wnt act	SR-BI HDL uptake	SR-BI DiI-HDL act	HTR5A ag ctr	cardiac RTF act	Rtt109 Vps75	dFosB activator	CDK5 inh
Cc1nn(C)c(C)c1CCC(=O)NC1CC(C)(C)Cc2c1cnn2-c1ccccc1 (stereo unspecified)	-2	-9	0	-6	.	-8	2	-3	4	-1.8
Cc1cc(NC(=O)C2COc3ccccc3O2)no1 (stereo unspecified)	.	14	5	-15	15	-1	-4	-6	-4	-0.4
CS(=O)(=O)n1nc(-c2ccccc2)nc1NCc1ccco1	.	-7	-2	0	0	1	-1	3	1	1.1
COc1ccccc1NC(=O)CSc1nnc(C2CCCCC2)n1-c1ccccc1	-4	-9	-12	-14	14	-1	4	3	-7	-2.0
CCOc1cc(/C=C2\C(=N)N3N=C(S(C)(=O)=O)SC3=NC2=O)ccc1OCCOc1cccc(OC)c1	5	-17	1	6	-6	-2	5	-3	-11	0.6
O=C(COC(=O)Cc1ccc(-c2ccccc2)cc1)NCc1ccc(F)cc1	-10	-3	0	-18	18	2	-4	1	-8	-0.7
CCN(CC)c1ccc(S(=O)(=O)N(CC)CC)cc1NC(=O)C1CCCC1	-13	-13	9	20	-20	-4	1	-15	-1	0.3
CC(C)(O)C#Cc1ccc(C(=O)NCc2ccccc2)s1	.	-3	6	16	-16	-4	-1	-17	3	1.4
Cc1cc(NC(=O)C(C)(C)C)no1	2	0	0	-18	18	2	-2	4	-1	1.9
CC1=C(C(=O)OCc2ccc([N+](=O)[O-])cc2)N2C(=O)C(NC(=O)Cc3ccccc3)C2SC1 (stereo unspecified)	-6	-13	-2	57	-57	7	0	-5	5	-0.1
O=C(NCc1ccccc1)C(c1ccccc1)N(C(=O)c1csnn1)C1CC1 (stereo unspecified)	-1	1	0	-26	26	5	5	-2	-4	-1.0
COC(=O)c1ccc(NC(=O)N(c2ccccc2)c2ccccc2)cc1	2	-12	-1	24	-24	5	1	9	7	1.1
CC(C)CN(C(=O)CSc1ccc2c(c1)OCCO2)c1c(N)n(CC(C)C)c(=O)[nH]c1=O	0	8	-4	-14	14	-7	-3	-1	-2	1.7
CCC1CCCCN1CCn1c(=S)[nH]c2cc(OC)c(OC)cc2c1=O (stereo unspecified)	2	-9	.	6	-6	0	2	22	-3	0.9
CCCn1c(C)cc(/C=C(\C#N)C(=O)OCC(=O)Nc2cccc(OC)c2)c1C	5	-1	-1	-3	3	0	-2	-3	5	-0.4
O=C(O)/C=C/C(=O)Nc1ccc(N2CCOCC2)nc1N1CCOCC1	-12	-7	3	-2	2	1	6	10	6	0.5
Cc1ccc(NS(=O)(=O)c2csc(C(N)=O)c2)c(C)c1	-10	0	0	-5	5	-2	-1	-2	8	-2.4
O=C(CCl)N1CCN(S(=O)(=O)c2ccc3c(c2)CCC3)CC1	-66	-7	-1	-2	2	2	-6	-4	-1	1.0
CCC(=O)c1cc2c(C)cc(=O)oc2c(C)c1OC(C)=O	-1	-12	-5	3	-3	0	5	1	-13	.

Laid out differently: results already given
Under each structure – MITF act | PvdQ inh | Wnt act | SR-BI HDL uptake | SR-BI DiI-HDL act | HTR5A ag ctr | cardiac RTF act | Rtt109 Vps75 | dFosB activator | CDK5 inh
- O=C(NCc1ccccc1)C(c1ccccc1)N(C(=O)c1csnn1)C1CC1 (stereo unspecified)
  -1 | 1 | 0 | -26 | 26 | 5 | 5 | -2 | -4 | -1.0
- CC(C)(O)C#Cc1ccc(C(=O)NCc2ccccc2)s1
  . | -3 | 6 | 16 | -16 | -4 | -1 | -17 | 3 | 1.4
- COc1ccc([N+](=O)[O-])c(OC)c1C(=O)NC(=O)Nc1nc(C)cc(C)n1
  0 | -19 | 5 | -5 | 5 | 0 | 4 | -1 | -3 | -0.2
- O=C(NC1=NCCS1)c1cccc2ccccc12
  10 | 4 | -2 | 2 | -2 | -3 | -1 | 16 | -4 | 1.0
- COc1cc(OC)c(NC(=O)c2sc3ncn(CC(=O)N4CCOCC4)c(=O)c3c2C)cc1Cl
  9 | -5 | -1 | 57 | -57 | -1 | -2 | -2 | 2 | -1.0
- CCC(C)NC(=O)CSc1nc2ccccc2c(=O)n1CCCN1CCCCC1 (stereo unspecified)
  6 | -4 | 0 | -15 | 15 | 8 | 2 | -2 | -2 | 0.1

Screens deposited in PubChem by several laboratories.
